Screens (PubChem BioAssay)
Scp1 inh = Scp-1 (human) phosphatase inhibition. AID 493091. inhibition, % at 20 µM. Q9GZU7. hit rate 0.88% among 340,000. Recombinant Scp1, phosphopeptide, malachite green phosphate absorbance;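 active means inhibition above about 50% at 20 µM, limit read from the data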;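 further: plate controls were DMSO wells with enzyme for no effect and wells lacking enzyme for full effect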
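assay system = SCP-1 phosphatase catalytic domain, residues 76-261 | buffer or medium = 50 mM Tris acetate pH 5.5, 0.005% Tween-20, 10 mM MgCl2 | incubation = enzyme reaction 45 min at room temperature, colour 5 min, stabilisation 30 min | signal = Phosphate-binding colour reagent, absorbance read at 630 nm | measure = % inhibition at 20 µM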
MT1-MMP act inh = MT1-MMP (human) activation inhibition; P50281; AID 651647; HT1080 RFP-PRO-GFP cells, GFP/RFP ratio fluorescence, overnight; percent of plate control window, DMSO zero; hit rate 0.061% among 360,000; GFP/RFP ratio change, % at 20 µM;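 active means GFP/RFP ratio change of at least 30% with cell ATP level not reduced by more than half and red fluorescence within 50% of control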; further: strong numbers were not always called active
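Material: RFP-PRO-GFP reporter HT1080 cells. Dosing: single-point 20 µM compound, 1% DMSO. Controls: DMSO and RFP-L50D-GFP cell wells. Timing: cells overnight before dosing, compound overnight, 37 °C, 5% CO2. Measure: GFP/RFP fluorescence ratio.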
SUMO1 PPI mod = SUMO1-SIM interaction modulation. AID 602429. inhibition, % at 20 µM. P63165. SUMO1 binding to a labelled peptide, TR-FRET, 1 h. hit rate 0.33% among 360,000; in the data active means inhibition above about 37%
Rpn11 inh = Rpn11 (human) deubiquitinase inhibition | calls only at 20 µM | hit rate 0.59% among 360,000 | AID 588493 | human 26S proteasome, Ub4-pepOG fluorescence polarization; 20S core pre-blocked with epoxomicin;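 active means inhibition at 20 µM, scaled to each plate's controls, above about 33%, limit read from the data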
Target sequence (O00487 whole entry, looked up): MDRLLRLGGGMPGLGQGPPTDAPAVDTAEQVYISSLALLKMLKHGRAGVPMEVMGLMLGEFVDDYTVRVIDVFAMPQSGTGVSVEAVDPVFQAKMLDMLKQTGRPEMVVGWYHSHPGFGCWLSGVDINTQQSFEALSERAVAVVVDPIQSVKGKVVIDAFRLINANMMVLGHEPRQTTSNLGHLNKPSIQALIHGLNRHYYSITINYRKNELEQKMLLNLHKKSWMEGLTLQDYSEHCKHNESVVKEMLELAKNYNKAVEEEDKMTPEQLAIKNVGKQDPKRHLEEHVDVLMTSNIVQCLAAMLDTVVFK
NadD block = inhibitors of Staphylococcus aureus NadD; hit rate 0.78% among 360,000; inhibition, % at 20 µM; AID 602399; purified NadD enzyme, colorimetric absorbance read-out; in the data active means inhibition above about 26%; further: some compounds past the cut are filed as inactive
STEP inh = blocks human striatal-enriched tyrosine phosphatase. P54829. recombinant STEP, OMFP fluorogenic substrate, fluorescence. inhibition, % at 20 µM. hit rate 0.25% among 360,000. AID 588621;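 active means inhibition at 20 µM, scaled per plate between control wells, above about 37%, limit read from the data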;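 further: 0% = DMSO with enzyme and substrate and 100% = substrate only without enzyme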
Target sequence (P54829 whole entry, looked up): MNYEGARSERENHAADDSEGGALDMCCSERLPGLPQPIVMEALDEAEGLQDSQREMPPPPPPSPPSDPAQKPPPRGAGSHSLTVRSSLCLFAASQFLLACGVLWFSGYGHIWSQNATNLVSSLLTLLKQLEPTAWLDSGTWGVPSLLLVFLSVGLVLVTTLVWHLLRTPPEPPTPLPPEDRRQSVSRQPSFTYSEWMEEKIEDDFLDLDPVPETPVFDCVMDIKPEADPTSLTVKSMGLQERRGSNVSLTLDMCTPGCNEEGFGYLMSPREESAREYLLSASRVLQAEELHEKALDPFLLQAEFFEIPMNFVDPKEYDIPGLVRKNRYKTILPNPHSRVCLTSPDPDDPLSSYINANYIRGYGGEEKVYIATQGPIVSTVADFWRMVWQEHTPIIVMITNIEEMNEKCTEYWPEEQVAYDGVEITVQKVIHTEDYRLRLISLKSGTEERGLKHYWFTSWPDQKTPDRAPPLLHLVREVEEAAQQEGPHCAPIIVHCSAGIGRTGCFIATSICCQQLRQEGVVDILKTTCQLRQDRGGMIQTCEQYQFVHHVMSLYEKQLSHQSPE
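material = STEP tyrosine phosphatase | reagent = fluorogenic phosphatase substrate OMFP at 25 µM final | doses = single compound dose of 20 µM, 1% DMSO final | schedule = 20 min reaction, room temperature, in the dark | measured by = fluorescence, 480/540 nm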
SKN-1 block = inhibitors of C. elegans SKN-1 | AID 624304 | C. elegans VP596 Pgst-4::GFP/RFP ratio, acrylamide-induced, 24 h | inhibition, % at 21.8 µM | hit rate 0.49% among 360,000;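 active means interference check ratio from 0.5 to 1.5 plus GFP to RFP signal ratio inhibition reaching or exceeding a fixed threshold, cut at about 30% in these data, passing the limit was not always enough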; further: some compounds called inactive have numbers as strong as hits
LMPTP block = LMPTP (human) inhibition; recombinant LMPTP-A, OMFP fluorogenic substrate, fluorescence intensity; P24666; inhibition, % at 20 µM; AID 651560; hit rate 0.22% among 360,000;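 active means compounds that cut the enzyme signal by at least half of the control window in the single-dose screen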;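 further: plate controls were DMSO wells with enzyme plus substrate for no effect and substrate without enzyme for full effect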
Target sequence (P24666 whole entry, looked up): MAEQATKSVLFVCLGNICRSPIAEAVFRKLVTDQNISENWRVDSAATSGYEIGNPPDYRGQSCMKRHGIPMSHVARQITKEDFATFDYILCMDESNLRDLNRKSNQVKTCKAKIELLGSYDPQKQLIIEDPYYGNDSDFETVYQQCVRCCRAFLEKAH
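Test system: LMPTP-A phosphatase enzyme; input: 0.625 nM LMPTP-A final; reagent: OMFP substrate, 400 µM final; compound dosing: 20 µM single dose, 3% DMSO; incubation: 50 min dark incubation at room temperature; measured by: endpoint fluorescence intensity from OMFP dephosphorylation; measure: % inhibition relative to no-enzyme and uninhibited control wells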
DNMT1 inh = blocks human DNA methyltransferase DNMT1. DNMT1 molecular beacon, Hinp1I cleavage, fluorescence. inhibition (reported as % activation of signal), % at 10 µM. hit rate 0.83% among 360,000. P26358; in the data active means inhibition above about 50%
NRP1-CendR mod = modulators of CendR peptide binding to human neuropilin-1; inhibition, % at 25 µM; FAM-RPARPAR peptide binding to NRP-1, fluorescence polarization; AID 602438; hit rate 0.85% among 360,000;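 active means inhibition or corrected inhibition above about 18%, plus a signal ratio from 0.5 to 1.5, limit read from the data, passing the limit was not always enough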; further: strong numbers were not always called active
Starred values were filed as active, the others as inactive; i = inactive; . = no result given.

1) COc1ccccc1N1CCN(C(=O)CCc2nnc3ccc(N4CCC(C)CC4)nn23)CC1
2) CC(=O)Nc1ccc(SC(Sc2ccc(NC(C)=O)cc2)c2ccccc2)cc1
3) N#Cc1ccc(S(=O)(=O)N2CCc3[nH]c4ccc(F)cc4c3C2)cc1
4) CC(C)(C)S(=O)(=O)c1cnc(-c2ccc(Cl)cc2)nc1N
5) COc1ccc(OC)c(-c2cc(C(=O)NCc3ccco3)no2)c1
6) O=C(COC(=O)c1c(F)cccc1Cl)NC(=O)Nc1ccc2c(c1)OCCO2
7) Cc1ccc(SCC(=O)NCCSC(C)(C)C)cc1
8) COc1cccc(OC)c1NC(=O)CN1CCN(C)CC1

Assay by compound	1	2	3	4	5	6	7	8
Scp1 inh	-3	-2	-18	-8	-1	-10	-13	-15
MT1-MMP act inh	7	-2	6	7	-4	-2	-2	-1
SUMO1 PPI mod	2	5	-3	-1	2	-1	1	3
Rpn11 inh	i	i	i	i	i	i	i	i
NadD block	8	-9	-4	-4	-7	-1	0	-4
STEP inh	1	4	0	-2	-1	1	3	-2
SKN-1 block	-19	-6	-2	-8	-29	1	-10	9
LMPTP block	0.7	0.6	2.2	-2.1	3.2	1.6	-0.4	-1.7
DNMT1 inh	0	-40	0	2	-1	-2	2	1
NRP1-CendR mod	2	7	-3	16	-13	20	0	-8

9) O=C(CNC1CCCCC1)Nc1cc(S(=O)(=O)N2CCOCC2)ccc1Cl
10) Cc1ccc(NC(=O)N2CCOCC2)c(C)c1
11) Nc1cc(=O)[nH]c(SCC(=O)Nc2cc(S(=O)(=O)N3CCOCC3)ccc2Cl)n1
12) O=C(NC1CCCCCCC1)c1c(O)c2ccccc2[nH]c1=O
13) Cc1cc(C)c2c(=O)n(CC(=O)Nc3ccc(Cl)cc3)sc2n1
14) CC(=O)C1=C(O)C(=O)N(Cc2cccnc2)C1c1ccccc1 (stereo not given)
15) CN(C)CCn1c2c(c(SCC(=O)Nc3ccccc3)nc1=O)CCCC2
16) O=C(CCc1ccccc1)NNC(=S)Nc1ccc(F)cc1

Assay by compound	9	10	11	12	13	14	15	16
Scp1 inh	0	-5	-7	-3	2	-8	-7	-3
MT1-MMP act inh	2	0	-2	7	4	2	1	2
SUMO1 PPI mod	-8	-2	5	6	2	0	0	1
Rpn11 inh	i	i	i	i	i	i	i	i
NadD block	-2	-7	3	2	-8	2	-1	-3
STEP inh	-3	1	-3	4	-3	1	2	4
SKN-1 block	-2	-15	-5	12	-8	14	8	2
LMPTP block	-2.0	-0.7	0.0	0.8	-1.9	-3.4	0.3	-1.3
DNMT1 inh	5	0	3	2	2	5	2	2
NRP1-CendR mod	2	15	19	3	-4	-3	-6	3

17) Cc1cc(OCC(=O)NC2CC2)c2c(C)cc(=O)oc2c1
18) O=C(Nc1ccc(N2CCOCC2)cc1)c1ccc([N+](=O)[O-])cc1
19) O=C(Nc1cccc(S(=O)(=O)N2CCCC2)c1)c1cccc(S(=O)(=O)N2CCOCC2)c1
20) Nc1nc2ccc(N3CCOCC3)cc2s1
21) Cc1ccnc(NC(=O)c2ccc(Cl)c(S(=O)(=O)N3CCCCC3)c2)c1
22) COc1ccc(Nc2nc(N)nc(CN3CCN(c4ccccn4)CC3)n2)cc1
23) CC(=O)Nc1ccc(N2C(=O)CC(N3CCSCC3)C2=O)cc1 (stereo not given)
24) COc1ccc(NC(=O)c2sc3nc(N4CCOCC4)c4c(c3c2N)CCCC4)cc1

Assay by compound	17	18	19	20	21	22	23	24
Scp1 inh	-9	-3	2	-1	-2	-2	1	.
MT1-MMP act inh	-1	3	9	-7	-2	2	-1	-2
SUMO1 PPI mod	1	-23	2	-3	1	1	1	1
Rpn11 inh	i	i	i	i	i	i	i	i
NadD block	-7	1	-5	2	9	1	-3	5
STEP inh	-1	6	2	-2	0	1	-1	-2
SKN-1 block	15	2	-5	-8	1	17	6	10
LMPTP block	-2.5	-1.0	-0.7	0.9	0.8	1.1	-0.1	1.8
DNMT1 inh	4	-3	4	-9	2	-4	3	-7
NRP1-CendR mod	2	5	0	1	20	-9	-7	-12

25) CCN(CC)C(=O)Cn1cc(S(=O)(=O)CC(=O)Nc2cc(OC)ccc2OC)c2ccccc21
26) Cc1csc(NC(=O)CSc2nnc(NC(=O)C3CC(=O)N(c4ccccc4)C3)s2)n1 (stereo not given)
27) O=C(NCC1CCCCC1)c1ccc(=O)[nH]c1
28) CN(C(=O)c1cccc(NC(=O)Cc2cccc(NC(=O)C3CCN(C(=O)C4CCCCC4)CC3)c2)c1)C1CC1
29) O=S(=O)(ON(c1ccccc1)S(=O)(=O)c1ccccc1)c1ccccc1
30) CC(C)NC(=O)CCNC(=O)c1ccc(F)cc1
31) COc1ccc(C2=NNC(=O)C2(C)Br)cc1 (stereo not given)
32) Cc1c(C(=O)N2CCCC2)oc2c1-c1nn(CC(=O)NCCCN3CCCCC3C)cc1CC2 (stereo not given)

Assay by compound	25	26	27	28	29	30	31	32
Scp1 inh	-7	-14	-3	1	4	-4	13	-3
MT1-MMP act inh	-1	-3	0	5	-5	1	6	-9
SUMO1 PPI mod	22	3	7	2	3	2	-1	-9
Rpn11 inh	i	i	i	i	i	i	i	i
NadD block	-6	4	-3	1	2	-1	1	1
STEP inh	-2	-2	-1	-3	1	1	-2	-1
SKN-1 block	16	8	-3	6	4	16	-7	6
LMPTP block	0.2	-0.2	-1.5	-2.4	-0.4	0.0	-1.9	1.7
DNMT1 inh	-1	1	0	0	-1	4	-7	-4
NRP1-CendR mod	8	-3	1	-9	2	6	10	7

9 compounds already listed, ordered by formula weight, highest first:
28) CN(C(=O)c1cccc(NC(=O)Cc2cccc(NC(=O)C3CCN(C(=O)C4CCCCC4)CC3)c2)c1)C1CC1
26) Cc1csc(NC(=O)CSc2nnc(NC(=O)C3CC(=O)N(c4ccccc4)C3)s2)n1 (stereo not given)
24) COc1ccc(NC(=O)c2sc3nc(N4CCOCC4)c4c(c3c2N)CCCC4)cc1
21) Cc1ccnc(NC(=O)c2ccc(Cl)c(S(=O)(=O)N3CCCCC3)c2)c1
22) COc1ccc(Nc2nc(N)nc(CN3CCN(c4ccccn4)CC3)n2)cc1
29) O=S(=O)(ON(c1ccccc1)S(=O)(=O)c1ccccc1)c1ccccc1
31) COc1ccc(C2=NNC(=O)C2(C)Br)cc1 (stereo not given)
30) CC(C)NC(=O)CCNC(=O)c1ccc(F)cc1
27) O=C(NCC1CCCCC1)c1ccc(=O)[nH]c1

Assay by compound	28	26	24	21	22	29	31	30	27
Scp1 inh	1	-14	.	-2	-2	4	13	-4	-3
MT1-MMP act inh	5	-3	-2	-2	2	-5	6	1	0
SUMO1 PPI mod	2	3	1	1	1	3	-1	2	7
Rpn11 inh	i	i	i	i	i	i	i	i	i
NadD block	1	4	5	9	1	2	1	-1	-3
STEP inh	-3	-2	-2	0	1	1	-2	1	-1
SKN-1 block	6	8	10	1	17	4	-7	16	-3
LMPTP block	-2.4	-0.2	1.8	0.8	1.1	-0.4	-1.9	0.0	-1.5
DNMT1 inh	0	1	-7	2	-4	-1	-7	4	0
NRP1-CendR mod	-9	-3	-12	20	-9	2	10	6	1

Additional results
33) CC(C)CC(=O)NC(=S)Nc1ccc(NC(=O)c2cccs2)cc1
34) CCc1ccc(N(CC(=O)NC2CCCC2)C(=O)CCC(=O)Nc2ccccn2)cc1
35) CCCn1c(O)c(N=NC(=O)c2cccnc2)c2cc(Br)ccc21
36) Cc1ccc(OCC(=O)Nc2ccc(N3CCN(S(C)(=O)=O)CC3)cc2)cc1
37) O=C(NCC1CCCO1)c1cccs1 (stereo not given)
38) COCc1cc(=O)[nH]c(-c2ccccc2OC(F)(F)F)n1
39) CCOc1cc(C(=O)N/N=C/c2ccsc2)cc(OCC)c1OCC
40) CN(Cc1ccccc1F)C(=O)CCNC(=O)c1ccc(C(C)(C)C)cc1

Assay by compound	33	34	35	36	37	38	39	40
Scp1 inh	-11	-9	1	2	5	-7	-3	-5
MT1-MMP act inh	11	1	-1	-4	-3	3	-2	4
SUMO1 PPI mod	-2	1	-24	1	1	7	-2	1
Rpn11 inh	i	i	i	i	i	i	i	i
NadD block	-8	-7	7	2	1	0	-4	1
STEP inh	0	1	2	-4	0	0	-2	0
SKN-1 block	-17	0	-1	-9	-4	-5	7	5
LMPTP block	0.9	0.1	0.5	-0.9	-0.2	-1.8	0.1	1.1
DNMT1 inh	-13	-1	-5	6	2	1	3	2
NRP1-CendR mod	10	4	10	3	-8	10	-5	0

41) CCOc1ccccc1C(=O)N[C@H](C(=O)Nc1nc2c(s1)CCCC2)C(C)C
42) COc1ccc(CN2CCN(C(=O)Cn3nc(C)n4cccc4c3=O)CC2)c(OC)c1OC
43) Cc1ccc(C(=O)NCCOC23CC4CC(CC(C4)C2)C3)cc1
44) Cc1ccccc1S(=O)c1ccccc1C(=O)O (stereo not given)
45) CCOC(=O)c1oc2cccc(O)c2c1CN(Cc1ccccc1)C(C)=O
46) Cc1oc(-c2ccc(Cl)cc2)nc1CS(=O)CC(=O)NCc1ccco1 (stereo not given)
47) CCOC(=O)C1=NN(c2cccc(C)c2)C2(S1)SC(C(C)=O)=C(C)N2c1ccccc1 (stereo not given)
48) COC(=O)c1c(NC(C)=O)csc1C
49) c1ccc(Cn2nnc3c(N4CCOCC4)ncnc32)cc1
50) Cn1nc(C(=O)Nc2ccc(Cl)cc2)cc1C(=O)Nc1ccc(Cl)cc1
51) Cc1cc(C)nc(SCC(=O)O)n1

Assay by compound	41	42	43	44	45	46	47	48	49	50	51
Scp1 inh	-4	-4	-1	-4	-8	-6	7	0	-7	-8	1
MT1-MMP act inh	-14	2	-1	2	-6	0	-3	0	1	1	8
SUMO1 PPI mod	1	-1	2	1	-1	-6	1	2	3	0	-1
Rpn11 inh	i	i	i	i	i	i	i	i	i	i	i
NadD block	4	-3	6	-4	-1	2	8	-3	-2	-3	-1
STEP inh	3	2	-1	4	0	0	1	2	-1	0	-1
SKN-1 block	22	4	4	-14	-1	0	-1	-4	11	13	1
LMPTP block	2.4	-2.0	-0.5	1.0	-0.4	0.1	3.6	-1.6	-0.5	-0.6	-1.1
DNMT1 inh	0	-2	0	4	0	3	-10	3	-2	10	3
NRP1-CendR mod	-3	13	-7	1	12	1	-4	-3	-4	1	9
